PLK1 PBD inh – blocks phosphopeptide binding to human PLK1 polo-box domain; P53350; Plk1 PBD binding of FITC phosphopeptide, fluorescence polarization; Potency, µM, inactives show max response, negative = inhibition, most hits filed as inhibitors; hit rate 2.8% among 360,000; AID 720504; note: potency is the fitted concentration of half-maximal effect; series mostly up to about 57 µM; % is set by controls: 0 for no effect and ±100 for the full control effect; nearly all actives have a fitted effect of over 65% in size
EPAC1 agonist – activates human EPAC1 exchange factor; EPAC1 agonist qHTS, biochemical assay; response scale: 100% = response to 6.5 mM cAMP; O95398; AID 720707; Potency, µM (top dose mostly 154 µM), without a hit: at the highest dose activation, usual class: activators; hit rate 0.073% among 360,000; note: potency is the fitted concentration of half-maximal effect; nearly all actives have a fitted effect of over 60% in size
Target sequence (O95398 whole entry, looked up): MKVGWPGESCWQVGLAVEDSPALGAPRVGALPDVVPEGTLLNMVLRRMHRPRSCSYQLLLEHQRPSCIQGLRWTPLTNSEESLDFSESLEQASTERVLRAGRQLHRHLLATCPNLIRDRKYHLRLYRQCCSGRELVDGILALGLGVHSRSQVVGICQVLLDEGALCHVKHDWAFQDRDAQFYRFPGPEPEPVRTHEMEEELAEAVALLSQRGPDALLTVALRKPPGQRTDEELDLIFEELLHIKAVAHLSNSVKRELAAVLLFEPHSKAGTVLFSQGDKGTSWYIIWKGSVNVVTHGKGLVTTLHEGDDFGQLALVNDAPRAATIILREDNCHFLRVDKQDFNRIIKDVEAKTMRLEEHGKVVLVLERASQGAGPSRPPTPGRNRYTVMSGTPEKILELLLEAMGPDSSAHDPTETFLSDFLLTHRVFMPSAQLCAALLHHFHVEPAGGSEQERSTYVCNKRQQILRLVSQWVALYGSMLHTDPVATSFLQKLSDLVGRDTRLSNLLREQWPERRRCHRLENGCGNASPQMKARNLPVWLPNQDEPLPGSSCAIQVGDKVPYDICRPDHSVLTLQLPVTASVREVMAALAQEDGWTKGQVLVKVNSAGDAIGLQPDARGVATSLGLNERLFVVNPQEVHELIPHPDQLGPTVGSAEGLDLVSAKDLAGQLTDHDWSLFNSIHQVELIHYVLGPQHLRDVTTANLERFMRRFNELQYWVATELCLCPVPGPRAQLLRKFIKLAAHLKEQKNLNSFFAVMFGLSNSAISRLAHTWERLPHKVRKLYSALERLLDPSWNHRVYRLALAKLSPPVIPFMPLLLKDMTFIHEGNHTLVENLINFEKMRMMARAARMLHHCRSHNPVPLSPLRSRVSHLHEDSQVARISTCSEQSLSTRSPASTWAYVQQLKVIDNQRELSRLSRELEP
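Nucleotide exchange by EPAC1 (100 nM) on Rap1B–BODIPY-GDP (250 nM) in the presence of 50 uM GDP is tracked fluorescently at 480/540 nm over 30 min. Signals are normalized to a 6.5 mM cAMP control.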
MmCpn inh – inhibitors of Methanococcus maripaludis chaperonin (MmCpn); purified Mm-Cpn ATPase, ADP Transcreener TR-FRET; Potency, µM (top dose mostly 76.9 µM), without a hit: at the top dose activity, negative = inhibition, usual class: inhibitors; hit rate 0.031% among 330,000; note: potency is the fitted concentration of half-maximal effect; % is set by controls: 0 for no effect and ±100 for the full control effect; nearly all actives have a fitted effect of over 80% in size
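Eu-cryptate anti-ADP/ADP-d2 competition gives a ratio inversely related to ADP. Enzyme at 25 nM was pre-exposed to compound for 10 min, then given 10 uM ATP for 30 min, 37°C throughout.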
WRN helicase inh – WRN helicase (human) inhibition; hit rate 0.46% among 360,000; AID 651768; WRN helicase unwinding, fluorescent forked duplex, kinetic; Potency, µM (doses to about 114 µM), for inactives: at the top dose activity change, negative = inhibition, usual class: inhibitors; Q14191; note: potency is the fitted concentration of half-maximal effect; % is set by controls: 0 for no effect and ±100 for the full control effect; nearly all actives have a fitted effect of over 55% in size
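Screening of the MLSMR collection measured strand separation of a quenched forked DNA duplex (100 nM) by 20 nM WRN with 2 mM ATP, all final. Compounds were preincubated with enzyme 15 min at room temperature.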
EPAC2 antagonist – blocks human EPAC2 exchange factor; EPAC2 GEF exchange of Rap1B-BODIPY-GDP, fluorescence; Potency, µM (highest dose often 114 µM), for inactives: top-dose activity, negative = inhibition, usual class: inhibitors; hit rate 0.18% among 360,000; AID 720708; note: potency is the fitted concentration of half-maximal effect; % is set by controls: 0 for no effect and ±100 for the full control effect; nearly all actives have a fitted effect of over 45% in size; many of its hits are not listed in these tables
EPAC1 antagonist – EPAC1 (human) antagonism. O95398. EPAC1 GEF assay, Rap1b-BODIPY-GDP exchange fluorescence. Potency, µM (titrated, usually from 115 µM), without a hit: top-dose activity change, negative = inhibition, hits mostly inhibitors. hit rate 0.14% among 360,000;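 note: potency is the fitted concentration of half-maximal effect; plate controls were vehicle for no effect and positive control for full effect; nearly all actives have a fitted effect of over 50% in size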
PI5P4K alpha inh – inhibitors of human PI5P4K alpha | hit rate 1.2% among 330,000 | PI5P4Kalpha enzyme, ADP-Glo luminescence, 60 min; stronger effect = lower value | max response, % | P48426; active = max response of -50% or lower; inconclusive = between -30% and -50%; inactive = -30% or higher; note: value at the top dose of about 77 µM; % is set by controls: 0 for no effect and ±100 for the full control effect
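qHTS, 1536-well: enzyme/substrate mix, compound by pin tool, 5 microM ATP final; RT 60 min; ADP-Glo reagents 1 (45 min) then 2 (30 min); luminescence.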
CCT chaperon mod – modulators of cytosolic chaperonin (CCT/TRiC) activity; activity change, % (no concentration beside the values), hits read low; purified chaperonin ATPase assay, HTRF ADP detection, 30 min; hit rate 0.3% among 360,000; in the data active = activity change below about -30%; note: % is set by controls: 0 for no effect and ±100 for the full control effect
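First, chaperonin was dispensed at 40 nM or 20 nM final depending on batch activity. Next, compounds were pinned at 76 uM and ATP added at 10 uM. After 30 min at 37 °C, ADP detection reagents ran 30 min at ambient temperature.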
Active calls of the source: *; ? = inconclusive; / = not tested or not shown; [ ] = another dose, or the depositor's remark. Unless noted, calls come from the whole dose curve; as a rule, active = well fitted curve in the direction sought with a large enough effect; inconclusive = small, poorly fitted or top-dose-only effect, or another doubt; inactive = no such curve, though single readings can be large; an effect the other way counts as inactive or inconclusive. Some of the compounds tested; rates above refer to the full screens.

1: Cc1cc(C)cc(Oc2coc3c(CN(C)C)c(O)ccc3c2=O)c1
2: Cc1ccc2oc3c(c(=O)c2c1)C(c1cccc(Cl)c1)N(CCCN1CCOCC1)C3=O (stereo not drawn)
3: COc1ccc(-c2cc(-c3ccccc3)c(C#N)c(S(C)=O)n2)cc1 (stereo not drawn)
4: Cc1nc(/C(N)=N/OC(=O)Cc2ccccc2)no1
5: CCCC(C(=O)Nc1ccncc1)c1ccccc1 (stereo not drawn)
6: CC1CCCC(C)N1C(=O)COC(=O)c1ccccc1O (stereo not drawn)
7: COC(=O)c1ccc(NC(C)=O)o1
8: O=C(Nc1ccc(NC(=S)NC(=O)c2ccccc2F)cc1)c1cccs1
screen / no.	1	2	3	4	5	6	7	8
EPAC2 antagonist	7%	1%	-1%	-9%	-28%	-21%	-5%	1%
EPAC1 agonist	0%	-12%	4%	12%	-19%	3%	7%	5%
MmCpn inh	0%	-2%	-16%	-4%	-3%	0%	0%	-2%
CCT chaperon mod	-5.4	1.1	0.0	-1.1	-0.2	-2.2	-3.3	3.9
PLK1 PBD inh	-9%	-17%	-4%	0%	7%	-2%	-13%	-2%
WRN helicase inh	11%	-11%	-16%	3%	2%	16%	-5%	-24%
PI5P4K alpha inh	-5	9	1	4	2	3	0	-12
EPAC1 antagonist	2%	-16%	-4%	19%	1%	4%	3%	10%

9: COc1ccc(NC(=O)Nc2ccc(OC)c(OC)c2)c([N+](=O)[O-])c1
10: O=C(OCC(=O)c1ccc[nH]1)c1ccc2ccccc2n1
11: CCOc1ncccc1C(=O)Nc1nc(SC)ns1
12: CCCOc1ccc(S(=O)(=O)n2cc(F)c(=O)[nH]c2=O)cc1
13: O=C(COC(=O)CNC(=O)C1CCCCC1)Nc1cc(C(F)(F)F)ccc1Cl
14: O=C(N/N=C/c1ccc2c(c1)OCO2)/C(=C/c1ccc2c(c1)OCO2)NC(=O)c1ccccc1
15: COc1cccc(CN(C(=O)Cc2c[nH]c3ccccc23)C(C(=O)NC2CCCCC2)c2ccc(C)o2)c1 (stereo not drawn)
16: COc1ccccc1CNC(=O)CSc1nc(-c2ccccc2)cn1N
screen / no.	9	10	11	12	13	14	15	16
EPAC2 antagonist	-1%	-3%	-1%	6%	17%	0%	-23%	-28%
EPAC1 agonist	-12%	-10%	-8%	-5%	-29%	1%	1%	5%
MmCpn inh	0%	-2%	0%	2%	-2%	-6%	-1%	-7%
CCT chaperon mod	0.9	-1.1	-5.7	1.8	/	-0.1	1.7	0.4
PLK1 PBD inh	0%	-6%	-8%	-5%	/	3%	-3%	-5%
WRN helicase inh	-6%	8%	4%	5%	/	-8%	-17%	-1%
PI5P4K alpha inh	12	-20	3	4	/	0	12	/
EPAC1 antagonist	2%	-6%	-1%	-9%	-14%	-10%	?	-1%

17: COc1ccccc1-c1cnc(C(O)c2ccc(F)c(F)c2)[nH]1 (stereo not drawn)
18: CCC(C)c1ccc(-n2c(=O)c3ccccc3n3c(=S)[nH]nc23)cc1 (stereo not drawn)
19: CCOc1ccc(OCCSc2nc3ccccc3c(=O)[nH]2)cc1
20: CCCN1Cc2cccc(C(=O)Nc3ccc(C)cc3)c2C1=O
21: O=C(N/N=C/c1ccoc1)c1ccccc1O
22: CCCCNc1nc(-c2ccccc2)nc(-n2ccnc2)n1
23: CCCN1CCN(CCCNC(=S)Nc2ccc(OC)cc2)CC1
24: O=C(CSc1nnc2ccccn12)Nc1ccccc1C(=O)NC1CC1
screen / no.	17	18	19	20	21	22	23	24
EPAC2 antagonist	-4%	1%	-2%	14%	2%	-1%	13%	5%
EPAC1 agonist	-7%	3%	7%	-1%	9%	-2%	-3%	2%
MmCpn inh	/	2%	-23%	-1%	-1%	0%	2%	-3%
CCT chaperon mod	-0.3	2.1	-3.5	-0.4	-0.3	-2.3	0.5	0.3
PLK1 PBD inh	2%	21µM*	-7%	-1%	-7%	-7%	-10%	-2%
WRN helicase inh	3%[57.1 µM]	5%	8%	3%	-9%[11.6 µM]	7%	-10%	1%
PI5P4K alpha inh	6	-9	/	-1	?	0	-6	1
EPAC1 antagonist	12%	12%	3%	13%	4%	-6%	3%	16%

25: COc1ccc(NC(=O)CSc2ccc3nnc(CCNC(=O)c4ccccc4)n3n2)cc1
26: Cc1ccc(-c2noc(C3CCCN(C(=O)c4c(F)cccc4F)C3)n2)cc1 (stereo not drawn)
27: O=C(Nc1ccc(Cl)cc1)NN1CC(=O)N(c2cccc(C(F)(F)F)c2)CC1=O
28: NNS(=O)(=O)c1ccc(N2CCCC2=O)c([N+](=O)[O-])c1
29: Cc1n[nH]c2c([N+](=O)[O-])c(=O)[nH]c(=O)n12
30: Cc1ccc(OCC(=O)Nc2cccc3ccccc23)c([N+](=O)[O-])n1
31: O=C(O)c1ccc(CSc2nnc(-c3ccncc3)n2CC2CCCO2)cc1 (stereo not drawn)
32: Cc1ccc(NC(=O)CCN2C(=O)c3ccccc3S2(=O)=O)cc1C
screen / no.	25	26	27	28	29	30	31	32
EPAC2 antagonist	-1%	-2%	1%	-11%	1%	-17%	15%	0%
EPAC1 agonist	1%	16%	-5%	-1%	-1%	0%	10%	0%
MmCpn inh	2%	1%	-8%	2%	/	1%	0%	-1%
CCT chaperon mod	-3.2	2.3	-0.2	-0.5	0.6	1.4	-1.9	-0.5
PLK1 PBD inh	-5%	-4%	3%	27µM*	-1%	-15%	-7%	0%
WRN helicase inh	10%	0%	0%	-5%	-6%	-8%	5%	0%
PI5P4K alpha inh	-9	/	1	?	-67*	-3	/	-1
EPAC1 antagonist	3%	-6%	-3%	-11%	1%	?	3%	9%

33: O=C(CCc1ccc(S(=O)(=O)NCc2ccccc2)cc1)NCC1CCCO1 (stereo not drawn)
34: S=C(NCCc1ccccc1)Nc1ccc(N2CCCCC2)cc1
35: COc1ccc(CNC(=O)CN2CCN(S(=O)(=O)c3ccccc3)CC2)cc1
36: Cc1cc(=O)[nH]c(SCC(=O)Nc2nc(-c3ccccc3)cs2)n1
37: O=C(Cn1nnc(-c2ccccc2-n2cnnn2)n1)N1CCCCC1
38: CC[C@@]12C(=O)N(c3cccc(Br)c3)C(=O)N1[C@H](c1cccc(C)c1)[C@@H]1C(=O)N(Cc3ccccc3)C(=O)[C@@H]12
39: CCc1nnc(NC(=O)CSc2n[nH]c(-c3ccccc3O)n2)s1
40: COCCn1c(-c2ccccc2)nc(=S)c2c1CC(C)(C)OC2
screen / no.	33	34	35	36	37	38	39	40
EPAC2 antagonist	-6%	7%	-6%	-7%	8%	-26%	-15%	14%
EPAC1 agonist	7%	-11%	3%	4%	-3%	5%	6%	1%
MmCpn inh	-1%	-1%	4%	0%	-17%	1%	-4%	0%
CCT chaperon mod	-0.8	-0.8	2.7	-3.1	-0.6	-1.0	-2.2	1.0
PLK1 PBD inh	-11%	-12%	-9%	?	1%	-5%	-15%	-14%
WRN helicase inh	-22%	5%	-8%	?	7%	0%	-8%	-4%
PI5P4K alpha inh	-7	13	-3	?	-6	2	-6	2
EPAC1 antagonist	10%	7%	-27%	-17%	-5%	-4%	4%	4%

PLK1 PBD inh: hit marks shown above.
entry	SMILES	EPAC2 antagonist	MmCpn inh	CCT chaperon mod	PLK1 PBD inh	WRN helicase inh	PI5P4K alpha inh	EPAC1 antagonist
18	CCC(C)c1ccc(-n2c(=O)c3ccccc3n3c(=S)[nH]nc23)cc1 (stereo not drawn)	1%	2%	2.1	21µM*	5%	-9	12%
28	NNS(=O)(=O)c1ccc(N2CCCC2=O)c([N+](=O)[O-])c1	-11%	2%	-0.5	27µM*	-5%	?	-11%

Remaining list, next part.
41: CC(Oc1ccccc1)C(=O)N1CCN(c2ccc(N3CCCCCC3)nn2)CC1 (stereo not drawn)
42: COc1ccc(NC(=O)CCS(=O)(=O)c2ccc(Br)s2)cc1
43: CCOC(=O)c1sc(NC(NC(=O)c2ccco2)(C(=O)OC)C(F)(F)F)nc1C (stereo not drawn)
44: O=C1/C(=C/c2cccnc2)SC(=S)N1Cc1ccco1
45: COc1ccccc1-c1nc(C(F)(F)F)c(OC)o1
46: COc1cccc(Cn2cc(C)cc(NC(=O)NCc3ccccc3)c2=O)c1
47: CCCC[C@@H]1C=C(C(=O)O)[C@H](c2ccc(C#N)cc2)N1S(=O)(=O)c1ccc(C)cc1
48: C=CCN1C(=O)C(CC(=O)O)SC1=Nc1ccc(C)cc1 (stereo not drawn)
screen / no.	41	42	43	44	45	46	47	48
EPAC2 antagonist	1%	-2%	-3%	-2%	-1%	5%	-27%	-13%
EPAC1 agonist	-1%	2%	7%	0%	-1%	-8%	-13%	5%
MmCpn inh	1%	1%	1%	/	-2%	3%	1%	1%
CCT chaperon mod	-0.4	0.7	1.1	-3.9	-3.5	0.3	2.3	-0.9
PLK1 PBD inh	-12%	-23%	2%	-17%	-2%	-1%	-9%	-10%
WRN helicase inh	-18%	-7%[11.6 µM]	-1%	-15%	3%	-1%	-4%	-2%
PI5P4K alpha inh	4	8	-6	-2	-1	0	0	-2
EPAC1 antagonist	-12%	3%	-18%	-1%	3%	-11%	-10%	3%

49: COc1cc(NC(=O)c2cccc(C)c2)ccc1NC(=O)c1cc2ccccc2o1
50: CC/C=C\C/C=C\C/C=C\CCCCCCCC(=O)O
51: CCOC(=O)N1CCN(C(=O)CN2C(=O)NC(c3ccccc3)(c3ccccc3)C2=O)CC1
52: CCOc1ccc(-c2nc(N)ncc2-c2ccc(Cl)cc2)c(O)c1
53: O=C(COC(=O)c1ccccc1Br)NCCC1=CCCCC1
54: O=S(=O)(NC1CCCCC1NCc1ccco1)c1ccccc1 (stereo not drawn)
55: CC(C(=O)O)c1ccc(N2Cc3ccccc3C2=O)cc1 (stereo not drawn)
screen / no.	49	50	51	52	53	54	55
EPAC2 antagonist	3%	-14%	-1%	-20%	-8%	0%	1%
EPAC1 agonist	-7%	3%	-7%	0%	2%	-12%	-5%
MmCpn inh	0%	0%	-1%	-1%	-2%	-2%	-3%[15.4 µM]
CCT chaperon mod	-0.4	-0.1	-0.4	0.8	-5.5	0.2	-1.2
PLK1 PBD inh	0%	?	-5%	-23%	-12%	-4%	-5%
WRN helicase inh	6%	18µM*	-2%	-13%	-30%	-6%	-2%
PI5P4K alpha inh	-5	?	8	4	-12	/	2
EPAC1 antagonist	-12%	-23%	-15%	-9%	12%	-4%	-2%

5 entries already listed, arranged by the number in EPAC2 antagonist, descending.
No.	smiles	EPAC2 antagonist
49	COc1cc(NC(=O)c2cccc(C)c2)ccc1NC(=O)c1cc2ccccc2o1	3%
55	CC(C(=O)O)c1ccc(N2Cc3ccccc3C2=O)cc1 (stereo not drawn)	1%
54	O=S(=O)(NC1CCCCC1NCc1ccco1)c1ccccc1 (stereo not drawn)	0%
51	CCOC(=O)N1CCN(C(=O)CN2C(=O)NC(c3ccccc3)(c3ccccc3)C2=O)CC1	-1%
50	CC/C=C\C/C=C\C/C=C\CCCCCCCC(=O)O	-14%

Screening data as filed in PubChem BioAssay.
